# PGC1a acetyl inh: inhibitors of PGC1a acetylation signal, primary screen, cell-based, U2OS, AlphaScreen, inhibitor mode | AlphaScreen anti-acetyl-lysine; with virally co-expressed GCN5 acetyltransferase | inhibition, % at 15.6 µM | 0.17% of 350,000 active;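 active = every replicate shows inhibition of at least 40%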;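 note: 0% = neutral control wells and 100% = positive control wells; some results beyond the cut were filed as inactive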
# * = called active by the depositor. The list is partial; the hit share may differ from the screen's.
SMILES,PGC1a acetyl inh
O=C(OCc1nc2ccccc2s1)[C@@H]1CCCN1S(=O)(=O)c1ccccc1F,-0.6
O=C(NCN1C(=O)C2C3C=CC(C3)C2C1=O)Nc1nncs1 (configuration not stated),-2.4
Cc1ccc(C(=O)O/N=C(\N)c2ccc(Br)cc2)cc1,7.7
CCC1CCCCN1c1nc(-c2ccncc2)nc2ccccc12 (configuration not stated),-23.1
O=C(NCC1CCNCC1)c1ccncc1,4.1
CCOCCCNc1ncc2c(n1)CC(c1ccc(C)cc1)CC2=O (configuration not stated),3.7
Cc1cc(C)c2cc(CN(Cc3ccc4c(c3)OCO4)Cc3nnnn3Cc3ccco3)c(=O)[nH]c2c1,-24.8
O=C(O)Cn1c2c(c3ccccc31)CCCC2,-0.1
COc1ccc(S(=O)(=O)N(C)c2c(C)n(C)n(-c3ccccc3)c2=O)cc1OC,-7.0
O=C(COC(=O)c1cccc(S(=O)(=O)N2CCc3ccccc32)c1)NC1CCS(=O)(=O)C1 (configuration not stated),-14.6
CCN1CCN(C2=C(Cl)C(=O)N(Cc3ccccc3)C2=O)CC1,2.4
Cc1nnc(SCC(=O)Nc2sc3c(c2C(N)=O)CCCC3)[nH]c1=O,-2.9
Cc1ccc(CN2C(=O)CCC2C(=O)NCCCN2CCC(C)CC2)cc1 (configuration not stated),-5.1
CNc1oc(-c2ccc(OCc3ccccc3)cc2)nc1C#N,-12.7
Cc1ccc(/C=C2\SC(=S)N(CCCC(=O)Nc3ccccn3)C2=O)cc1,2.1
CS(=O)(=O)N(CC(=O)Nc1ccc2c(c1)OCCO2)Cc1ccccc1,-9.7
Cc1ccc(S(=O)(=O)Nc2ccc3oc(=O)sc3c2)c(C)c1,-7.8
COc1ccc2c(c1)sc1nc(-c3ccccc3)cn12,-70.6
Clc1ccc(-c2cn3cccnc3n2)cc1,-0.2
Nc1nnc(SCC(=O)c2ccc3ccccc3c2)s1,2.9
O=C1c2ccccc2C(=O)C1c1nccc2ccccc12,-31.0
CCCCc1c(C)c2ccc(OC)c(/C(C)=N\O)c2oc1=O,2.7
O=C(NC1CCCCCC1)C1c2ccccc2C(=O)N1Cc1cccnc1 (configuration not stated),-4.9
Cc1nnc(NC(=O)C2CCCN(c3ncccn3)C2)s1 (configuration not stated),-12.6
O=C(CSc1ncnc2c1oc1ccccc12)c1cccs1,3.8
COc1ccccc1-c1noc(-c2ccccc2)n1,23.7
CC(C)C(=O)Nc1ccc(N2CCN(S(C)(=O)=O)CC2)cc1,10.6
Cc1ccc(Nc2cc(=O)n(C3CCCCC3)c(=O)[nH]2)cc1C,13.0
Cc1sc2nc(C3CC3)nc(N3CCN(S(=O)(=O)c4ccc(F)cc4)CC3)c2c1C,5.9
O=C(N/N=C/c1ccc(F)c(F)c1)c1cc2c(s1)-c1ccccc1CC2,12.2
Cc1ccc(OCc2nnc(SCC(=O)Nc3cc(C)on3)n2C)cc1,-5.9
Cc1ccc(NC(=O)CN2CCN(c3ccccn3)CC2)c(Cl)c1,3.7
O=C(CC1SC(=Nc2ccc(O)cc2)NC1=O)Nc1ccccc1 (configuration not stated),-34.2
COc1cccc(C(=O)Nc2cccc(-c3nnc(-c4ccco4)o3)c2)c1,-14.3
Clc1ccc(CON/C=N/c2ncnc3sccc23)cc1,-2.2
Cc1ccc(N2C(=O)C(c3c(C)[nH]n(-c4ccccc4)c3=O)(C(F)(F)F)C3=C2CC(C)(C)CC3=O)cc1 (configuration not stated),-16.8
CCCCN(Cc1cc2ccccc2[nH]c1=O)C(=O)c1ccccn1,8.4
CCn1c(=O)c([N+](=O)[O-])c(Cl)c2ccccc21,5.5
COC(=O)c1ccc(-c2cc(C(=O)O)c3cc4c(cc3n2)OCCO4)cc1,-0.1
CCn1c(SCC(=O)c2ccc(O)c(O)c2)nnc1-c1ccc(C)cc1,-20.6
Cc1nn2c(CN(C(=O)c3ccco3)c3ccccc3)nnc2c2ccccc12,2.4
CCOc1ccc(/C=C/C(=O)Nc2ccc(OC)cc2[N+](=O)[O-])cc1,-4.7
COC(=O)/C=c1/s/c(=C(\C#N)C(=O)NCc2ccco2)n(-c2ccc(C)cc2)c1=O,-23.3
COc1c(F)c(F)c(C(=O)Nc2ccc(N3CCN(Cc4ccccc4)CC3)cc2)c(F)c1F,-0.3
COc1ccnc(-n2cccc2C=O)c1C#N,3.2
O=C(CN1CCCC1)NCC12CC3CC(CC(C3)C1)C2,0.0
Cc1ccc(-c2noc(COc3ccc4c(c3)OCO4)n2)cc1,-10.9
COC(=O)C1=C(C)N(c2cccc(C)c2)C(=O)/C1=C\c1cccs1,-1.8
Cc1ccccc1NC(=O)c1nc2nccc(C)n2n1,-3.8
C=CCn1c(COc2ccccc2F)nnc1SCC(=O)Nc1cc2oc3ccccc3c2cc1OC,-7.8
COc1ccc(CN2CC(C(=O)NCCCOC(C)C)CC2=O)cc1 (configuration not stated),9.6
COC(=O)c1cccc(NC(=O)CN(c2ccc3c(c2)OCO3)S(C)(=O)=O)c1C,-6.1
Cc1csc2nc(CSc3nc4ccccc4o3)c(Br)n12,-3.8
COCCn1nnnc1C(c1cccc(C(F)(F)F)c1)N1CCN(Cc2ccccc2)CC1 (configuration not stated),-7.6
COC(=O)Cc1ccc(NC(=O)c2ccc(Br)o2)cc1,1.9
COC(=O)c1cc(C#N)c(NCc2ccccc2)nc1C,-0.5
CC(C)CCNC(=O)NC(=O)COC(=O)/C=C/c1cc(Br)ccc1F,32.3
COC(=O)Oc1ccc(/C=N/NC(=O)CSCc2ccccc2Br)cc1OC,7.1
Cc1cc(OC(=O)c2ccco2)c2c(C)cc(=O)oc2c1,4.2
COc1ccc(-c2csc(NC(=O)c3ccco3)n2)cc1,-6.5

# Carrying on:
SMILES,PGC1a acetyl inh
CCOC(=O)c1cc(-c2nnc(SCC(=O)Nc3ccc(F)cc3)o2)c(C)nc1C,3.2
Cc1nc2ccc(Cc3ccc4nc(C)[nH]c4c3)cc2[nH]1,-9.7
COC(=O)CP(=O)(c1ccccc1)c1ccccc1,-5.6
Cc1ccc(S(=O)(=O)N2CCN(C(=O)COc3ccc(NC(=O)c4ccco4)cc3)CC2)cc1,-3.9
CC(C)=CCC(C)(C)CNC(=O)NC1CCCCC1,-7.9
CCCc1nc(N)c(C#N)c(N)c1C#N,15.9
O=C(/C=C/c1ccc([N+](=O)[O-])cc1)NCC1CCCO1 (configuration not stated),10.6
C/C(=N/NC(=O)c1ccc(C)s1)c1cccc(NC(=O)COc2ccc(Cl)cc2Cl)c1,6.3
CCCc1nc2ccccc2c(=O)n1NC(=O)c1c(O)c2cccc3c2n(c1=O)CCC3,-5.2
O=C(NCc1ccco1)C(c1ccccc1)N(CC1CCCO1)C(=O)Cn1nnc2ccccc21 (configuration not stated),10.2
COC(=O)c1c(NC(=O)Cc2cccs2)sc2c1CCCC2,-0.2
CC(=O)Nc1c2c3c(cccc3n(C)c1=O)C(=O)c1ccccc1-2,0.1
Cc1cc(C)cc(NC(=O)N2CCC(c3nc4ccccc4o3)CC2)c1,-12.6
COc1ccccc1C(=O)Nc1ccc(C(=O)N2CCCC2)cc1,-8.5
COc1ccccc1NC(=O)C1=C(C)Nc2ncnn2C1c1ccccc1C (configuration not stated),14.7
C=C(C)Cn1c(C)cc(C)c(S(=O)(=O)c2ccccc2C)c1=O,-5.4
CCOc1ccc(S(=O)(=O)N(CC(=O)Nc2cc(C)on2)Cc2ccccc2Cl)cc1,-41.9
CCN(CC)C(=O)CSc1nc2ccc(NC(=O)CSc3nnc(COc4ccccc4C)n3C)cc2s1,-6.4
Cc1ccccc1CNCc1cccnc1,0.2
CC(C)N(C(=O)CN1C(=O)NC2(CCCCCC2)C1=O)C(C)C,14.5

# A second format for part of the listing above:
PGC1a acetyl inh | SMILES
-9.7 | Cc1nc2ccc(Cc3ccc4nc(C)[nH]c4c3)cc2[nH]1
-5.6 | COC(=O)CP(=O)(c1ccccc1)c1ccccc1
-3.9 | Cc1ccc(S(=O)(=O)N2CCN(C(=O)COc3ccc(NC(=O)c4ccco4)cc3)CC2)cc1
-7.9 | CC(C)=CCC(C)(C)CNC(=O)NC1CCCCC1
15.9 | CCCc1nc(N)c(C#N)c(N)c1C#N
10.6 | O=C(/C=C/c1ccc([N+](=O)[O-])cc1)NCC1CCCO1 (configuration not stated)
6.3 | C/C(=N/NC(=O)c1ccc(C)s1)c1cccc(NC(=O)COc2ccc(Cl)cc2Cl)c1
-5.2 | CCCc1nc2ccccc2c(=O)n1NC(=O)c1c(O)c2cccc3c2n(c1=O)CCC3
10.2 | O=C(NCc1ccco1)C(c1ccccc1)N(CC1CCCO1)C(=O)Cn1nnc2ccccc21 (configuration not stated)
-0.2 | COC(=O)c1c(NC(=O)Cc2cccs2)sc2c1CCCC2
0.1 | CC(=O)Nc1c2c3c(cccc3n(C)c1=O)C(=O)c1ccccc1-2
-12.6 | Cc1cc(C)cc(NC(=O)N2CCC(c3nc4ccccc4o3)CC2)c1
-8.5 | COc1ccccc1C(=O)Nc1ccc(C(=O)N2CCCC2)cc1
14.7 | COc1ccccc1NC(=O)C1=C(C)Nc2ncnn2C1c1ccccc1C (configuration not stated)
-5.4 | C=C(C)Cn1c(C)cc(C)c(S(=O)(=O)c2ccccc2C)c1=O
-41.9 | CCOc1ccc(S(=O)(=O)N(CC(=O)Nc2cc(C)on2)Cc2ccccc2Cl)cc1
-6.4 | CCN(CC)C(=O)CSc1nc2ccc(NC(=O)CSc3nnc(COc4ccccc4C)n3C)cc2s1

# (list continues)
SMILES,PGC1a acetyl inh
COc1ccc2c(COC(=O)CCS(=O)(=O)c3ccccc3)cc(=O)oc2c1,10.7
O=S(=O)(N/N=C\c1c(F)cccc1Cl)c1ccc(Cl)cc1,4.2
Clc1ccc(-c2n[nH]c3c2CCC3)c(Cl)c1,8.6
CN1C(=O)c2ccccc2Sc2ccc(NC(=O)NC3CC3)cc21,-8.2
C=CCOc1ccccc1CNc1ccc2c(c1)OCCO2,-2.9
COc1ccccc1N1CCN(C(c2ccc(Cl)cc2)c2nnnn2C(C)(C)C)CC1 (configuration not stated),-9.8
CSc1nc(N2CCOCC2)c2c3c(sc2n1)CCC3,5.4
O=C(NCC1CCCO1)/C(=C\c1ccc(Cl)cc1)NC(=O)c1ccccc1 (configuration not stated),9.3
CCOC(=O)CNC(=O)c1sc2nc(C)cc(C)c2c1N,12.5
Cc1nn(CCC(=O)O)c(C)c1C,2.5
CCN(CC)C(=O)N1CCc2ccccc2C1CN1C(=O)c2ccccc2C1=O (configuration not stated),-17.4
COC(=O)c1cc(NC(=O)Cc2ccc(OC)cc2)cc(C(=O)OC)c1,-45.4
Cc1ccc(S(=O)(=O)NCc2cn3ccsc3n2)c(C)c1,-4.6
CC(=O)/C(=N/Nc1cccc(Cl)c1)N1CCOCC1,-5.7
Cc1nnc(SCC(=O)N(C(C)C)C(C)C)nc1C,0.9
COCCn1nnnc1CN(Cc1cc2cc(OC)c(OC)cc2[nH]c1=O)C1CCCC1,0.9
O=C(O)[C@H]1CCCC[C@H]1C(=O)NCCNC(=O)[C@@H]1CCCC[C@@H]1C(=O)O,4.1
O=C(Nc1cccc(NC(=O)c2cccnc2Cl)c1)c1ccco1,5.8
Cc1nn(C(=O)CN2C(=O)c3ccccc3C2=O)c(C)c1Br,3.3
Cc1ccc(C)n1-n1cnc2sc3c(c2c1=O)CCC3,9.0
CCC(C)(C)NC(=O)C(c1ccccc1)N(Cc1cccs1)C(=O)Cn1nnc2ccccc21 (configuration not stated),-4.1
O=C(Nc1cccc2c1CCCC2)c1cc([N+](=O)[O-])ccc1Cl,-37.2
CN1CCN(c2ccc(S(=O)(=O)N3CCCCC3)cn2)CC1,11.5
CN1CCN(c2cc(-c3ccccc3)nc3cc(-c4ccc(F)cc4)nn23)CC1,-3.0
CCCCOc1ccc(C(=O)NCc2ccccn2)cc1,-1.5
COc1ccc(CCC(C)NC2C3CC4CC(C3)CC2C4)cc1 (configuration not stated),0.1
COC(=O)C1=C(C)NC(=O)NC1c1ccccc1 (configuration not stated),-16.8
O=C(COc1ccccc1)Nc1cccc2c1CCCC2,-33.5
CCOC(=O)C1=C(C)NC2=C(C(=O)c3ccccc32)C1c1cccnc1 (configuration not stated),-3.3
Cn1c(SCC(=O)c2ccc3c(c2)Cc2ccccc2-3)nnc1-c1ccccc1,-6.5
Cc1nnc(SCC(=O)NCc2ccc3c(c2)OCO3)[nH]c1=O,9.6
CCOCc1cnc(C)nc1NCC(=O)c1c(C)n(C)c2ccc(OC)cc12,25.6
O=C(Oc1csc(=S)n1C(=O)c1ccccc1)c1ccccc1,-1.1
COc1ccc(S(=O)(=O)NCc2csc(C)n2)cc1,2.5
COC(=O)CSc1nc2c(c(=O)n(C)c(=O)n2C)n1CCCc1ccccc1,18.2
O=C(CSCc1ccco1)c1cccs1,-2.8
COc1ccc(N/N=C(\C=N\O)C(=O)c2ccc(OC)cc2)cc1,-8.7
COc1ccc(NC(=O)c2cccnc2Nc2ccc(OC)cc2)cc1,-30.7
COc1ccc(C2C(C#N)=C(/N=C/N3CCN(C)CC3)OC3=C2C(=O)CC(C)(C)C3)cc1 (configuration not stated),-11.0
CCSc1ccccc1C(=O)NCc1ccc(S(N)(=O)=O)cc1,10.2
CC1=C(C(=O)Nc2ccc(C)cc2)C(c2ccc(N(C)C)cc2)NC(=O)N1 (configuration not stated),-1.1
CN1CCN(C(=O)c2cnn3c(C(F)F)cc(C4CC4)nc23)CC1,1.5
O=C(CCn1[nH]c(=O)c2ccccc2c1=O)N1CCOCC1,2.9
Cc1cc(NC(=O)COc2ccc(Cl)cc2Cl)n(-c2ccccc2)n1,11.6
CC(C)(C)N1CC2([N+](=O)[O-])CN(C(C)(C)C)CC([N+](=O)[O-])(C1)C2,-0.7
COc1ccc(S(=O)(=O)N2CCN(S(=O)(=O)c3ccc4c(c3)OCCO4)CC2)cc1,7.6
Cc1ccc(S(=O)(=O)/C(C#N)=C/c2c[nH]c3ccccc23)cc1,0.0
O=C(O)CNC(=O)CC12CC3CC(CC(C3)C1)C2,7.7
CC1(C)Cc2c(cnn2-c2ccccc2)-c2c1c1ccccc1n2CC(O)CBr (configuration not stated),5.0
CCCCCc1c(C)nc(SCC(=O)O)[nH]c1=O,-13.6
O=c1ccsn1Cc1ccccc1,-4.3
COc1ccc(OC)c(S(=O)(=O)N2CCC(C(=O)N3CCc4ccccc4C3)CC2)c1,9.7
Cn1cc([N+](=O)[O-])c(C(=O)Nc2ccn(Cc3c(F)c(F)cc(F)c3F)n2)n1,12.9
COc1ccc(Cc2nc(-c3ccc(NC(=O)c4cccnc4)cc3)no2)cc1,-239.7
